Bcl-xL primary – inhibitors of human Bcl-xL, primary screen, biochemical, fluorescence polarization, HTS | Bcl-2-like protein 1 (Homo sapiens), Q07817 | GST-Bcl-xL / FITC-Bim BH3 peptide fluorescence polarization | inhibition, % at 10.9 µM | 320,000 tested, 0.7% active | AID 2129, 2009;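 active = inhibition above the mean of all tested compounds plus 3 SD, cutoff set per campaign, cut at about 30% in these data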;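 also: 0% = DMSO wells and 100% = unlabeled Bim-BH3 peptide competitor; inhibitors lower millipolarization by displacing the labeled peptide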
VLA-4 inh – inhibition in human VLA-4 binding assay, primary screen, VLA-4 allosteric modulator project, MLPCN library, flow cytometry, VLA-4 expressing cells; Integrin alpha-4 (Homo sapiens), P13612; ligand binding flow cytometry; inhibition, % (about 7 µM as worked out from the volumes in the protocol); 330,000 tested, 0.2% active; AID 2557, 2010; in the data active = inhibition above about 50%
MCL1-BIM inh – inhibitors of MCL1 binding to BIM-BH3, primary screen, biochemical, fluorescence polarization; Induced myeloid leukemia cell differentiation protein Mcl-1 (Homo sapiens), Q07820; GST-MCL1 / FITC-Bim-BH3 fluorescence polarization; inhibition, % at 10.9 µM; 320,000 tested, 0.68% active;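 active = inhibition above the mean inhibition of all tested compounds plus 3 SD, set per campaign, cut at about 40% in these data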;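 also: 0% = DMSO wells and 100% = unlabeled Bim-BH3 peptide control; higher means more loss of mP so more displacement of Bim peptide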
Target sequence (Q07820 whole entry, looked up): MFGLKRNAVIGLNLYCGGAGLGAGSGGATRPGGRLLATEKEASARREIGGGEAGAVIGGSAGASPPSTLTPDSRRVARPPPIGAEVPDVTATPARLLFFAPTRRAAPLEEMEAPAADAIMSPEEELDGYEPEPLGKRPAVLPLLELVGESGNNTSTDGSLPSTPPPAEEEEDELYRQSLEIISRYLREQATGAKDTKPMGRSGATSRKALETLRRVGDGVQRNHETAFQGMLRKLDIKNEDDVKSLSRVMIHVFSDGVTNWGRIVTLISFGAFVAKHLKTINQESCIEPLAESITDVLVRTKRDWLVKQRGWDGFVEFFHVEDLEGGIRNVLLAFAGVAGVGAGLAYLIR
AGP1 TOR yeast – modulators of AGP1-GFP expression in yeast TOR pathway, primary screen, cell-based, multiplex flow cytometry, S. cerevisiae, MLPCN library; 3 h; GFP as percent of DMSO wells; GFP response vs DMSO, % at 10 µM; 320,000 tested, 0.02% active; AID 2066, 2009;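 active = GFP response relative to DMSO above a set limit, near screen average plus 3 SD, cut at about 150% in these data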;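 also: median GFP channel fluorescence of the gated AGP1 strain per well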
GRK2 inh – compounds blocking aptamer binding on GRK2 – biochemical, human GRK2, bead flow cytometry, HTS, primary screen | FAM-aptamer displacement from GRK2 | inhibition of aptamer binding, % at 10 µM | 330,000 tested, 0.59% active | AID 488847, 2010;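 active = inhibition of aptamer binding above 40%, roughly 3 SD of noise, on plates passing a quality check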;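 also: median bead fluorescence of bound FAM aptamer so fluorescent compounds give negative values; no value below 0 was filed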
Target sequence (P25098 whole entry, looked up): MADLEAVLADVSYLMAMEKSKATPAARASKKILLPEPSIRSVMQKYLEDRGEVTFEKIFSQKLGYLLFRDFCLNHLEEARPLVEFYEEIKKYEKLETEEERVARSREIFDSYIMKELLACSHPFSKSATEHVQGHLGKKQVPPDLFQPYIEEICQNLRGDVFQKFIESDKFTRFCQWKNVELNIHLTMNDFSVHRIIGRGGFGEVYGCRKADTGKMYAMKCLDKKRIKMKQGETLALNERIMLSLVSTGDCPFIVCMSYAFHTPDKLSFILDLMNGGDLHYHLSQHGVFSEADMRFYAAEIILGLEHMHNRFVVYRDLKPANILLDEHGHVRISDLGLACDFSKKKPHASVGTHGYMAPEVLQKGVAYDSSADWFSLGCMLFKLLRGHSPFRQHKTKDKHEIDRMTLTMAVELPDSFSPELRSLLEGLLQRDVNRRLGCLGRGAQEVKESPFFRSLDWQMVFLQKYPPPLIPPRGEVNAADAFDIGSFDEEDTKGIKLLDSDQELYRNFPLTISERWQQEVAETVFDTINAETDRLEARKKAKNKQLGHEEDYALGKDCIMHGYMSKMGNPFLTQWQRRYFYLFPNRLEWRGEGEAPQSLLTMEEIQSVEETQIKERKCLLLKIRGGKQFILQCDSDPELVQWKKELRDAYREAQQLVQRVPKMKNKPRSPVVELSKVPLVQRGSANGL
CIT2 TOR yeast – modulators of CIT2-GFP expression in yeast, primary screen, S. cerevisiae, GFP fusion, multiplex flow cytometry, MLPCN library. 320,000 tested, 0.065% active. GFP response vs DMSO, % at 10 µM. AID 2029, 2009. S. cerevisiae CIT2-GFP strain, 3 h; 100 means same as DMSO wells;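 active = GFP response relative to DMSO above a set limit, near the screen mean plus 3 SD, cut at about 150% in these data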;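 also: ratio of well median GFP fluorescence to mean of DMSO wells on the plate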
GLD-1 RNA inh – GLD-1/TGE RNA complex disruptors, primary screen, biochemical, fluorescence polarization | 320,000 tested, 0.44% active | AID 2280, 2010 | purified GLD-1 + fluorescein TGE RNA | Female germline-specific tumor suppressor gld-1 (Caenorhabditis elegans), Q17339 | inhibition, % at 5.96 µM;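 active = percent inhibition above a per-plate cutoff, the plate mean of test compounds plus 3 SD, cut at about 30% in these data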;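 also: 0% = DMSO wells with GLD-1 and probe and 100% = wells lacking GLD-1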
CR mimetic SO – reduction of superoxide in aged yeast, primary screen, HTS; 330,000 tested, 0.18% active; S. cerevisiae aged cells, superoxide DHE fluorescence; active compounds read low; superoxide response (% of plate mean), % at 10 µM;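 active = superoxide response under a set limit, about three screen SD below normal, cut at about 65% in these data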;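 also: yeast aged for seven days with compound at 30 °C before DHE staining; 100% = average MFI of all compound-treated wells on the plate with controls excluded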
MEX-5 binding – MEX-5 zinc finger RNA-binding disruptors – biochemical, C. elegans, fluorescence polarization, MLPCN library, primary screen. Zinc finger protein mex-5 (Caenorhabditis elegans), Q9XUB2. MEX-5/FITC-TCR2 RNA binding; active compounds read low. activity score (negative = inhibition of binding), % at 10 µM. 300,000 tested, 0.38% active. AID 1832, 2009;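 active = inhibition past about -25% in most replicates, and total fluorescence under double the plate's negative control median, limit read from the data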;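 also: 0% = DMSO and -100% = 5 µM competing unlabeled TCR2 RNA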
The depositor's hits bear a star; i = inactive; · = not tested or not shown.

compound	Bcl-xL primary	VLA-4 inh	MCL1-BIM inh	AGP1 TOR yeast	GRK2 inh	CIT2 TOR yeast	GLD-1 RNA inh	CR mimetic SO	MEX-5 binding
O=C(Cc1ccccc1[N+](=O)[O-])NCCc1ccc(F)cc1	7	6	3	106	0	104	3	101	-2.5
CSCCC(NS(=O)(=O)c1ccc2c(c1)Cc1cc(S(=O)(=O)NC(CCSC)C(=O)O)ccc1-2)C(=O)O (stereo not given)	10	23	3	97	3	104	5	97	2.1
CCOc1ccc(-n2cc(C(=O)c3cc(Cl)ccc3O)cc(C#N)c2=O)cc1	0	-6	5	99	1	96	-6	102	1.0
CCOc1ccccc1C(=O)N1CCN(c2ccc(C(F)(F)F)cn2)CC1	1	-5	4	101	0	101	3	98	-2.0
Cc1ccc(C)n1-c1ccc(N2CCOCC2)cc1	3	8	-5	102	6	96	-9	108	-1.8
CCN1CCN(CC(O)COc2ccc3c(C)cc(=O)oc3c2)CC1 (stereo not given)	2	14	-1	109	1	99	8	88	1.4
COc1ccc(C(=O)NCCc2nnc(SCC(=O)Nc3ccccc3F)n2C)cc1	2	-1	-1	103	0	99	-8	90	-0.5
CC(=O)c1ccc(S(=O)(=O)Nc2ccc(-n3c(C)nc4ccccc4c3=O)cc2)cc1	1	-28	0	104	3	106	2	101	-0.1
CCn1c(CNC(=O)C23CC4CC(CC(C4)C2)C3)nnc1SC	-1	2	-7	105	0	101	-3	89	-2.4
CCOc1cccc(=O)c2c(C)n(CC3CCCO3)c(C)c12 (stereo not given)	25	-22	17	100	2	106	25	92	-6.1
Cc1ccccc1Cn1c(C)nc2ccc([N+](=O)[O-])cc2c1=O	-6	2	-18	100	2	106	2	86	0.2
Nc1ccc(NC(=O)c2ccccc2)c2c1C(=O)c1ccccc1C2=O	8	-16	17	100	4	99	8	99	-1.6
C[C@@H](C(=O)N[C@H](C(=O)O)c1ccccc1)n1nnc2ccccc2c1=O	4	4	9	97	0	105	-9	95	-0.5
Cc1ccc(NS(=O)(=O)c2ccc(OCC(=O)N3CCOCC3)cc2)cc1	7	6	6	104	0	98	2	96	-0.3
Cc1ccc(OCc2nnc(SCC(=O)C(C)(C)C)n2Cc2ccco2)cc1	-5	-3	-5	113	2	107	4	106	-0.8
CC(=O)Nc1ccc2c3c(cccc13)C(=O)N(c1ccccc1)C2=O	7	4	-4	93	2	88	8	101	0.8
Cc1ccccc1C(=NC(=O)c1ccccc1)c1ccccc1	3	5	7	88	0	83	19	81	-2.2
CCCCOc1ccccc1C(=O)N(Cc1ccco1)C1CCS(=O)(=O)C1 (stereo not given)	4	29	5	109	0	111	9	77	-1.7
COCCN(C(=O)c1ccc(COc2ccccc2)o1)c1c(N)n(CC(C)C)c(=O)[nH]c1=O	-3	0	32	100	0	99	-2	107	·
CCCCOc1ccc(S(=O)(=O)Nc2cccnc2)cc1	-1	-3	0	99	0	93	7	125	-1.8
COc1ccc(C(=O)N[C@H](C(=O)Nc2sccc2C(N)=O)C(C)C)cc1	6	8	8	101	3	100	13	94	-1.9
CC(C)c1ccc(CN(C(=O)C2COc3ccccc3O2)C2CCS(=O)(=O)C2)cc1 (stereo not given)	1	17	3	96	0	89	10	107	-0.7
Cc1ccc(NC(=S)NC(=O)c2c(-c3ccccc3Cl)noc2C)cc1	7	2	8	97	0	99	1	101	-1.8
Cc1csc2nc(CNC(=O)C3CCCCC3)cn12	7	-26	2	98	5	121	-6	89	0.5
COc1ccc(-c2nnc(SCC(=O)O)n2Cc2ccccc2)cc1	-4	10	-6	103	2	103	11	103	-1.3

Reformatted field by field: two of the compounds above.
CCN1CCN(CC(O)COc2ccc3c(C)cc(=O)oc3c2)CC1 (stereo not given)
  Bcl-xL primary: 2 | VLA-4 inh: 14 | MCL1-BIM inh: -1 | AGP1 TOR yeast: 109 | GRK2 inh: 1 | CIT2 TOR yeast: 99 | GLD-1 RNA inh: 8 | CR mimetic SO: 88 | MEX-5 binding: 1.4
COc1ccc(C(=O)NCCc2nnc(SCC(=O)Nc3ccccc3F)n2C)cc1
  Bcl-xL primary: 2 | VLA-4 inh: -1 | MCL1-BIM inh: -1 | AGP1 TOR yeast: 103 | GRK2 inh: 0 | CIT2 TOR yeast: 99 | GLD-1 RNA inh: -8 | CR mimetic SO: 90 | MEX-5 binding: -0.5

Other records
compound	Bcl-xL primary	VLA-4 inh	MCL1-BIM inh	AGP1 TOR yeast	GRK2 inh	CIT2 TOR yeast	GLD-1 RNA inh	CR mimetic SO	MEX-5 binding
Cc1ccc(OS(=O)Nc2cccc3nccnc23)cc1 (stereo not given)	4	-16	-3	105	3	104	2	102	-3.5
Cc1cc(NC(=O)COC(=O)/C=C/c2ccc(C)o2)no1	·	4	·	98	7	104	-1	95	·
COc1cccc(C(=O)NCCS(=O)(=O)NCCCc2ccccc2)c1	6	26	10	108	1	109	4	104	-0.5
COc1ccc(C(=O)NCCSCc2cccc(Cl)c2)cc1OC	·	5	·	107	1	100	·	100	-2.9
CSc1nnc2c(n1)OC(c1cccn1C)N(C(C)=O)c1ccccc1-2 (stereo not given)	5	12	4	107	0	104	1	83	0.3
Cc1cccc(NC(=O)c2cccc(N3C(=O)C4CCC(C)CC4C3=O)c2)c1C (stereo not given)	4	15	5	95	0	95	4	91	2.5
N/C(=N\OC(=O)c1ccc2ccccc2c1)c1ccccc1Cl	2	-6	-4	65	6	160*	-5	117	0.2
CC(=O)n1cc([C@H]2C=C(C(=O)Nc3ccccc3)O[C@@H](OCc3ccc(CO)cc3)C2)c2ccccc21	1	15	-1	89	0	89	-3	93	5.3
COC(=O)c1nn(-c2ccc(Cl)cc2)c(=O)cc1Sc1ccccn1	4	-3	2	94	0	85	6	105	1.2
COc1ccc(-c2nc(CS(=O)CC(=O)NCCC3=CCCCC3)c(C)o2)cc1 (stereo not given)	4	i	4	93	0	104	6	106	-0.9
O=C(CCC1CCCCC1)Nc1nccs1	2	3	7	95	0	100	-2	125	1.3
CN(C(=O)CSc1cccc[n+]1[O-])c1ccccc1	·	2	·	99	0	94	4	110	·
COc1ccc(S(=O)(=O)N2CCCCCC2)cc1NC(=O)c1c2c(nc3ccccc13)CCN(Cc1ccccc1)C2	6	-13	-3	110	1	97	9	108	2.8
O=C(CCCc1ccccc1)Nc1cccc(C(=O)O)c1	-2	10	-4	119	2	·	1	105	1.0
O=NN1CCN(c2ccncc2S(=O)(=O)N2CCCCC2)CC1	3	3	0	102	0	98	-1	97	2.1
CC(C(=O)N1CCCCC1)n1ncn2cccc2c1=O (stereo not given)	0	-2	1	100	0	97	7	107	1.9
CCOc1nc(-c2ccc(Cl)cc2Cl)ccc1C#N	3	-19	7	102	0	103	4	101	-1.7
CCOc1ccc(S(=O)(=O)N(CCO)CCO)cc1-c1nc2c(C(C)(C)C)nn(C)c2c(=O)[nH]1	2	-9	-3	91	0	91	-5	100	0.9
COC(=O)CNC(=O)COC(=O)c1cc(SC)ccc1Cl	2	-27	1	98	0	99	2	86	-0.4
Cn1cnc(C(=O)N2CCc3ccccc3C2)c1C(=O)N1CCc2ccccc2C1	·	5	·	114	0	114	0	80	·
CCNc1ccc(C(=O)OCC(=O)NCc2ccccc2Cl)cc1[N+](=O)[O-]	3	18	-6	101	0	105	-1	98	-0.5
COC(=O)C1=CO[C@@H](O)C2C(CO)=CCC12 (stereo not given in full)	-5	0	-3	96	0	96	-9	97	·
Cn1nc(-c2ccc(Cl)cc2)c2cc(C(=O)NCc3ccco3)sc21	3	-20	0	105	0	108	11	108	-2.7
Cn1c(=O)c2c(ncn2Cc2ccc(Cl)cc2)n(C)c1=O	1	19	-2	99	0	101	-7	98	3.7
O=C1NCCCC1C(=O)N/N=C/c1cccc(O)c1 (stereo not given)	1	2	11	106	0	101	12	102	0.3

Further results.
compound	Bcl-xL primary	VLA-4 inh	MCL1-BIM inh	AGP1 TOR yeast	GRK2 inh	CIT2 TOR yeast	GLD-1 RNA inh	CR mimetic SO	MEX-5 binding
Cc1nc2ccccc2nc(C)c1=NOCC(=O)N(c1ccccc1)C(C)C	-1	8	-2	96	1	93	-7	87	4.8
CC(C)(C)NC(=O)N1c2ccccc2Sc2ccccc21	-1	54*	3	98	·	96	2	97	-2.0
Cc1ccn2cc(C(=O)NCc3ccco3)nc2c1	9	-14	2	94	4	96	5	110	3.0
COc1ccc(CN(C)S(=O)(=O)c2nnc(NC(=O)c3ccccc3)s2)cc1OC	-1	-7	1	99	6	99	9	96	-5.7
C/C(Cl)=C\Cn1c(Nc2ccc(C)cc2)nc2c1c(=O)n(C)c(=O)n2C	2	-5	-2	96	7	103	10	95	-1.0
Cc1cccc(N2CCN(C(=O)c3ccc(NS(=O)(=O)c4ccc5[nH]c(=O)[nH]c5c4)cc3)CC2)c1C	2	-13	2	95	0	97	0	105	-1.1
COc1ccc(NC(=O)CN(C)C(=O)c2oc3ccccc3c2C)cc1	-1	8	1	93	3	101	-2	92	1.2
Cc1cc(F)c(F)c(C(=O)NC2CC2)c1Cl	2	10	5	104	3	106	2	109	4.0
COc1ccc(-c2ccc(NS(=O)(=O)c3cc([N+](=O)[O-])ccc3C)cc2)nn1	5	23	-7	97	0	94	0	102	-0.9
CSc1nc2sc3c(c2c2nncn12)CCC3	9	-3	6	107	2	115	2	105	0.8
CCc1ccc2c(c1)cc(CN(C(=S)Nc1ccc(Cl)cc1)C1CC1)c1nnnn12	4	6	8	101	2	91	4	107	1.4
CCN(CC(=O)NC1CCS(=O)(=O)C1)c1nc(-c2cccnc2)nc2ccccc12 (stereo not given)	-4	3	-13	94	0	92	5	98	-1.1
O=C(O)c1cc(-n2nnnc2SCc2ccccc2F)ccc1Cl	2	6	2	106	6	108	6	93	0.9
NC(=O)Cc1ccc(Nc2nnc(-c3ccccc3)c3ccccc23)cc1	1	-9	3	99	2	102	2	98	2.2
CCCN1C(=O)C(=O)c2cc(C)ccc21	·	17	·	94	4	101	-1	74	·
CCS(=O)(=O)c1ccc2c(c1)N(S(=O)(=O)c1ccc(Cl)cc1)CC(C(=O)O)O2 (stereo not given)	0	1	0	109	0	107	4	80	0.9
C[C@@H](CN=[N+]=[N-])CN1CC[C@H](O)CCC1=O	4	22	2	105	0	101	3	110	-2.1
O=C(c1csc2ccccc12)n1cccn1	1	3	-2	101	2	102	3	114	·
N#Cc1c(N)nc2c(c1-c1ccc3c(c1)OCO3)CCCCCC2	3	4	-2	105	4	103	12	109	1.1
CC(C)NC(=O)c1ccccc1NC(=O)Cc1ccc(Cl)cc1	3	-16	5	100	1	101	0	100	-2.7
CC(C)(Oc1ccc(Cl)cc1)C(=O)NCC(c1ccco1)N1CCCCC1 (stereo not given)	-2	8	4	103	0	100	1	105	0.7
O=C(Cn1c(=O)sc2ccccc21)Nc1ccc2c(c1)OCCO2	4	18	1	106	0	89	-2	93	0.3
O=C(O/N=C1\CCS(=O)(=O)c2sccc21)c1c(F)cccc1F	7	-4	2	131	2	110	4	93	1.2
C1=C2C[N+]3(CCCC3)CC2Cc2ccc3ccccc3c21 (stereo not given)	1	7	2	105	0	107	1	110	-0.6

Source: PubChem BioAssay
